Bioassay records deposited in PubChem by National Center for Advancing Translational Sciences (NCATS).
BLM inh – inhibitors of human Bloom syndrome helicase BLM. recombinant BLM DNA unwinding, fluorescence dequenching. Potency, µM (series often up to 56.1 µM), inactives show at the top dose activity change, negative = inhibition, hits mostly inhibitors. 350,000 compounds, 0.2% hits. AID 2528;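 note: potency is the fitted concentration of half-maximal effect; plate controls were vehicle for no effect and no enzyme for full effect; nearly all actives have a fitted effect of over 35% in size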
RXFP1 antag – RXFP1 (human) relaxin receptor antagonism. Q9HBX9. HEK293-RXFP1, relaxin-stimulated cAMP HTRF, 30 min; active compounds read low. activity change, negative = inhibition, % at 57.5 µM. 350,000 compounds, 0.59% hits;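 active = activity change of -60% or lower, but not beyond a set lower limit; inconclusive = change between -60% and -40%, or beyond the set limit; inactive = change above -40%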; note: % is set by controls: 0 for no effect and ±100 for the full control effect
Apoferritin bind – candidate novel general anesthetic via apoferritin binding | apoferritin/1-aminoanthracene competitive binding, fluorescence | P02791 | 350,000 compounds, 0.074% hits | Potency, µM (highest dose often 77.5 µM), for inactives: at the highest dose activity change, negative = displacement, usual class: inhibitors; note: potency is the fitted concentration of half-maximal effect; % is set by controls: 0 for no effect and ±100 for the full control effect; nearly all actives have a fitted effect of over 20% in size
Target sequence (P02791 2-175 limits assumed): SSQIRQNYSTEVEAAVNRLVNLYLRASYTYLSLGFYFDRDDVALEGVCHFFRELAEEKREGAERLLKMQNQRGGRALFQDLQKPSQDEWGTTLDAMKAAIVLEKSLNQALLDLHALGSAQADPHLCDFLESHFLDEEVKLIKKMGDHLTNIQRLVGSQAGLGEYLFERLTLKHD
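Horse-spleen apoferritin (10 uM) in 50% saturated 1-aminoanthracene in PBS was incubated 10 min at room temperature with compound. Fluorescence (ex 380, em 535 nm) was normalized to free and bound 1-AMA, with concentration-response fitted by a four-parameter Hill equation.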
POLB inh – DNA polymerase beta (human) inhibition | Potency, µM (highest dose often 114 µM), without a hit: at the top dose activity change, negative = inhibition, usual class: inhibitors | 340,000 compounds, 1.3% hits | P06746 | Pol beta primer extension/strand displacement, fluorescence kinetic | AID 485314; note: potency is the fitted concentration of half-maximal effect; % is set by controls: 0 for no effect and ±100 for the full control effect
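Homogeneous kinetic assay of primer extension and strand displacement by 10 nM Pol beta, preincubated 15 min at room temperature with compound before 50 nM substrate (final) was added. Read at 0 and 10 min; four-parameter Hill fit.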
POLK inh – inhibitors of human DNA polymerase kappa; Q9UBT6; Potency, µM (series often up to 107 µM), without a hit: top-dose activity, negative = inhibition, actives largely listed as inhibitors; purified Pol kappa, fluorescent DNA synthesis assay, 10 min; 400,000 compounds, 0.53% hits; note: potency is the fitted concentration of half-maximal effect; % is set by controls: 0 for no effect and ±100 for the full control effect
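Kinetic fluorescence readout at 0 and 10 min followed reaction start with substrate at 50 nM final. Beforehand, enzyme (10 nM Pol kappa) stood 15 min with compound at room temperature; buffer-only wells were negative controls.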
PGK inhibitor – T. brucei PGK inhibition; P07378; PGK/GAPDH coupled, Kinase-Glo luminescence, 60 min; Potency, µM (series often up to 57.5 µM), without a hit: at the highest dose activity change, negative = inhibition, usual class: inhibitors; 380,000 compounds, 0.043% hits; AID 602233; note: potency is the fitted concentration of half-maximal effect; % is set by controls: 0 for no effect and ±100 for the full control effect; nearly all actives have a fitted effect of over 60% in size
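Luminescent ATP detection (Kinase-Glo Plus) follows a 60-minute room-temperature incubation, with wells lacking PGK as controls. Buffer: 100 mM TEA (pH 7.6), 5 mM MgCl2, 0.01% Tween-20. Coupling enzyme GAPDH (100 nM final) supplies unstable 1,3-BPG in-well.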
APE1 inh – inhibitors of human APE1 endonuclease | P27695 | recombinant APE1, TAMRA/BHQ-2 abasic DNA cleavage fluorescence | Potency, µM (doses to about 65.8 µM), for inactives: at the top dose activity change, negative = inhibition, most hits filed as inhibitors | 350,000 compounds, 0.35% hits | AID 2517;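 note: potency is the fitted concentration of half-maximal effect; plate controls were vehicle for no effect and reference inhibitor for full effect; nearly all actives have a fitted effect of over 55% in size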
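Readout is kinetic fluorescence (ex 525, em 598 nm) from cleavage of 50 nM TAMRA/BHQ-2 THF abasic duplex by 0.75 nM APE1, compound added 15 min beforehand at RT.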
Pol eta inh – inhibitors of human DNA polymerase eta; AID 588591; Potency, µM (doses to about 114 µM), inactives show at the top dose activity change, negative = inhibition, usual class: inhibitors; 390,000 compounds, 1.2% hits; recombinant Pol eta, fluorescent DNA replication assay; Q9Y253; note: potency is the fitted concentration of half-maximal effect; % is set by controls: 0 for no effect and ±100 for the full control effect
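Fluorescent replication assay: 50 nM final substrate added after a 15 min room-temperature compound preincubation with 10 nM enzyme. Signal taken at 0 min and again at 10 min.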
Pol iota inh – inhibitors of human DNA polymerase iota; Q9UNA4; Pol iota fluorescent replication assay, 10 min; 390,000 compounds, 1% hits; Potency, µM (series often up to 115 µM), without a hit: top-dose activity, negative = inhibition, hits mostly inhibitors; note: potency is the fitted concentration of half-maximal effect
Target sequence (Q9UNA4 whole entry, looked up): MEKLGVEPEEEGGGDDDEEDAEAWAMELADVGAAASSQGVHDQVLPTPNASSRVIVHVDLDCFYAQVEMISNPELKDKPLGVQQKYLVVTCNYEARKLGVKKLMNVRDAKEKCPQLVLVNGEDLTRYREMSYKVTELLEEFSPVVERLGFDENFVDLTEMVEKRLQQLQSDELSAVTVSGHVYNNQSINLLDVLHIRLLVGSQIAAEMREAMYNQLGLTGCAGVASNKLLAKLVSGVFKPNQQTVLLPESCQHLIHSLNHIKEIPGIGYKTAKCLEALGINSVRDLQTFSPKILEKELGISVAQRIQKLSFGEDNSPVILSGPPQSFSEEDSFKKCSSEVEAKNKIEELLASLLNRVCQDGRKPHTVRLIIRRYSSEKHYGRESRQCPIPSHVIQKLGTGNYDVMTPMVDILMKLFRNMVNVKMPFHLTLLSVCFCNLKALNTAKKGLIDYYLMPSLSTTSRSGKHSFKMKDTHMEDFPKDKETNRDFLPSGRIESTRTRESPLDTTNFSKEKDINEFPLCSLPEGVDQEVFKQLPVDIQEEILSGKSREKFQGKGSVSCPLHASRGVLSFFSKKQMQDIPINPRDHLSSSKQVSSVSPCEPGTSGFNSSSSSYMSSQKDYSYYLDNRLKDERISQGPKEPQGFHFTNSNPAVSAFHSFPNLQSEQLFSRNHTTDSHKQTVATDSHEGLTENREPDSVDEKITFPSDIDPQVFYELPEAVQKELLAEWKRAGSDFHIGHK
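Fluorescent replication assay read twice, at 0 min and 10 min after adding 50 nM (final) substrate. Enzyme (10 nM) and compounds were first incubated 15 min at room temperature; enzyme-free buffer wells were negative controls.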
* = called active by the depositor; i = inactive; u = inconclusive; x = no result given; & = joins results of further samples; [ ] = remark or other dose. Unless noted, calls come from the whole dose curve; as a rule, active = well fitted curve in the direction sought with a large enough effect; inconclusive = small, poorly fitted or top-dose-only effect, or another doubt; inactive = no such curve, though single readings can be large; an effect the other way counts as inactive or inconclusive. An excerpt, so the mix of outcomes need not match the whole.

The first 5 compounds, ahead of the listing:
canonical_smiles | BLM inh | RXFP1 antag | Apoferritin bind | POLB inh | POLK inh | PGK inhibitor | APE1 inh | Pol eta inh | Pol iota inh
Cc1ccc(C)c(N2CCN(C(=O)C3CCCN(S(=O)(=O)c4c(C)[nH]c(=O)[nH]c4=O)C3)CC2)c1 (stereo not given) | 1% | -12 | -13% | 2% | 1% | 1% | 1% | -20% | 8%
CCCCOc1ccc(C(=O)NCc2ccco2)cc1 | -3% | -13 | u | 2% | -10% | -4% | -1% | -1% | 8%
COc1ccc(OC)c(C2C(C(=O)c3sc(C)nc3C)=C(O)C(=O)N2CCN2CCOCC2)c1 (stereo not given) | -2% | -9 | -8% | -3% | -24% | 1% | -4% | -23% | 5%
O=c1cc(-c2ccccc2)nc(SCc2nc(-c3cccc(C(F)(F)F)c3)no2)[nH]1 | -5% | -4 | 31%[activator] | -18% | -2%[60.1 µM] | i | x | -3% | -5%
CC1CN(C(=O)c2cc(Br)c(Br)s2)CC(C)O1 (stereo not given) | x | 0 | x | x | 3% | -5% | 51%[activator] | -20% | 24%

Main list, previewed entries included:
canonical_smiles | BLM inh | RXFP1 antag | Apoferritin bind | POLB inh | POLK inh | PGK inhibitor | APE1 inh | Pol eta inh | Pol iota inh
Cc1ccc(C)c(N2CCN(C(=O)C3CCCN(S(=O)(=O)c4c(C)[nH]c(=O)[nH]c4=O)C3)CC2)c1 (stereo not given) | 1% | -12 | -13% | 2% | 1% | 1% | 1% | -20% | 8%
CCCCOc1ccc(C(=O)NCc2ccco2)cc1 | -3% | -13 | u | 2% | -10% | -4% | -1% | -1% | 8%
COc1ccc(OC)c(C2C(C(=O)c3sc(C)nc3C)=C(O)C(=O)N2CCN2CCOCC2)c1 (stereo not given) | -2% | -9 | -8% | -3% | -24% | 1% | -4% | -23% | 5%
O=c1cc(-c2ccccc2)nc(SCc2nc(-c3cccc(C(F)(F)F)c3)no2)[nH]1 | -5% | -4 | 31%[activator] | -18% | -2%[60.1 µM] | i | x | -3% | -5%
CC1CN(C(=O)c2cc(Br)c(Br)s2)CC(C)O1 (stereo not given) | x | 0 | x | x | 3% | -5% | 51%[activator] | -20% | 24%
O=C(Cc1cccc2ccccc12)N/N=C1\CCCc2ccccc21 | 0% | 10 | u | -12% | -4% | 4% | 0% | -5% | -4%
COc1ccc(C2/C=C\CN(S(=O)(=O)c3ccc(C)cc3)CC(=O)N2Cc2ccc(F)cc2)cc1 (stereo not given) | -3%&-5% | x | 60%&10%[activator] | 7% | -21%&5% | -2% | -6%&-5% | u | 6%&24%
c1ccc(CNc2ccc3c(c2)ncn3C2CCCCC2)nc1 | 2% | 10 | 0% | -1% | -9% | -3%[11.5 µM] | -2% | -8% | -12%
CCCn1c(SCC(=O)Nc2nonc2C)nnc1-c1ccoc1C | -2% | 8 | -12% | 12% | -11% | -6% | -2% | -1% | 1%
Cc1ccc(CN2c3ccccc3S(=O)(=O)c3ccccc32)cc1 | -4% | -11 | 80%[activator] | -13% | -18% | -9% | x | -1% | u
CSc1nc2ccc(NC(=O)C3=NNC(=O)CC3)cc2s1 | 1% | 6 | -1% | 2% | -5% | i | -2% | -10% | 12%
Cc1cc(Br)cc2c1NC(=O)C2(c1c(C)n(C)n(-c2ccccc2)c1=O)c1c(C)n(C)n(-c2ccccc2)c1=O | -3% | 1 | -12% | -2% | 2% | -11% | -2% | -8% | 6%
NC(=S)Nc1ccc2cc[nH]c2c1 | -3% | -13 | 2% | 36% | -7% | -1% | 11% | -12% | 63%[activator]
COC(=O)c1cc(S(=O)(=O)N2CCN(c3ccc(C(C)=O)cc3)CC2)c[nH]1 | -2% | 3 | -6% | 47% | 0% | 0% | -11% | 2% | -9%
CCC(C)c1ccc(NC(=O)COc2c(F)c(F)c(C(F)(F)F)c(F)c2F)cc1 (stereo not given) | -12% | -24 | -22% | -23% | -14% | -12% | -2% | -11% | 3%
CCN(CC)CCOC(=O)/C=C/c1ccccc1OC | -4% | x | -3% | -22% | 3% | -9% | 3% | -3% | 32%[activator]
Cc1ccc(CC(=O)Nc2c(C(=O)N3CCN(c4ccccc4)CC3)oc3ccccc23)cc1 | -3% | -13 | 2% | 18% | -5% | 3% | x | -4% | 13%
CCCc1cc(C(=O)NNC(=S)NCC)c2ccccc2n1 | 0% | 10 | 3% | 11% | -16% | -2% | 2% | -12% | 4%
c1ccc(CSc2nnc(-c3cccs3)n2Cc2ccco2)cc1 | -5% | -2 | 1% | -1% | -6% | 5% | -4% | -19% | 13%
CC(C)(C)NC(=O)NC(=O)COC(=O)Cn1c(C(F)(F)F)nc2ccccc21 | -6% | 4 | -24% | -27% | -21% | -7% | 11% | 2% | 20%
Cc1cc(OCC(=O)Nc2ccc(CN3CCOCC3)cc2)c2c(C)cc(=O)oc2c1 | 32%[activator] | -14 | u | 23% | -39% | 1% | -20% | 4% | 50µM*
O=C(c1ccsc1)N1CCCC(N2CCN(c3cccc(Cl)c3)CC2)C1 (stereo not given) | -1% | -11 | -11% | -9% | -14% | 0% | -10% | -11% | -1%
O=C(NC1CCCC1)C(c1ccc(F)cc1)N(Cc1ccc(F)cc1)C(=O)CCl (stereo not given) | -2% | -6 | -1% | u | -6% | 5% | 0% | 0% | 23%
O=S(=O)(NCCc1csc2nc(-c3ccc(F)cc3)nn12)c1ccc2c(c1)OCCO2 | 2% | -21 | 52%[activator] | -17% | -15%[60.1 µM] | 10% | x | -9% | -5%
CC(=O)N(Cc1ccc(Br)cc1)c1ccccc1C(=O)O | -1% | 4 | -7% | 24% | 1% | 2% | 10% | -5% | u
COC(=O)c1ccc2c(c1)N(CC(=O)Nc1cccc(C(F)(F)F)c1)C(=O)c1ccccc1S2 | -5% | x | -9% | 16% | -1%[60.1 µM] | -2% | x | -8% | 11%
CC1(C)S/C(=N/N=C/c2ccco2)NC1=O | 3% | x | 4% | 1% | -7% | -2% | 1% | -5% | -2%
Cc1c(O)ccc2c(CN3CCOCC3)cc(=O)oc12 | -6% | 10 | 646%[activator] | 2% | 2% | 6% | 26% | -16% | 88%[activator]
O=C1NC(c2cccs2)C(C(=O)c2ccccc2)C(O)(C(F)(F)F)N1 (stereo not given) | -2% | -12 | -11% | 0% | -6% | 4%[11.5 µM] | 6% | -11% | -5%
COCCNC(=O)c1c[nH]c2cc(OC)c(OC)cc2c1=O | 2% | -6 | -11% | 1% | 3% | -1% | 2% | -10% | 5%
CC(C)(C)c1ccc(S(=O)(=O)NNC(=O)C2CCN(Cc3cccc(F)c3)CC2)cc1 | -8% | 6 | -4% | 9% | 6% | i | 8% | -19% | 58%[activator]
CCOC(=O)CCCCNC(=O)Nc1ccccc1 | -2% | -8 | -5% | 5% | 5% | -6% | 1% | -20% | 27%
O=S1(=O)CCS(=O)(=O)C1c1ccccc1 | x | -13 | x | x | 1% | 0% | x | -21% | 104%[activator]
COC(=O)CN1C(=S)N(c2ccc(OC)cc2)C(=O)/C1=C/c1cccs1 | -2% | -2 | -18% | 10% | 2% | -4% | -1% | -2% | 4%
O=C(NCc1ccco1)C(c1ccncc1)N(C(=O)Cn1nnc2ccccc21)c1ccccc1F (stereo not given) | -4% | -8 | 1% | -1% | -5% | 5% | 16% | -4% | 99%[activator]
COc1ccc(CCNS(=O)(=O)c2c(C)nc3sc(C)cn3c2=O)cc1OC | 2% | -8 | -2% | -5% | -5% | 3% | x | -1% | 14%
CN1CCN(CCCNc2c(C=O)c(=O)[nH]c3ccccc23)CC1 | -2% | -7 | -7% | 17% | -6% | 4% | 17% | -8% | 98%[activator]
CC1(C)CC(NC(=O)c2cc([N+](=O)[O-])cc([N+](=O)[O-])c2)CC(C)(C)N1 | 3% | -3 | -12% | 48% | 13% | i | 3% | -5% | 12%
CCOc1ccc(NS(=O)(=O)c2ccc(NC(=S)NC(=O)C(C)C)cc2)cc1 | -10% | -3 | -22% | u | -7% | i | -8% | -14% | 3%
O=C(CSc1ccc(-c2cccnc2)nn1)Nc1ccccc1C(F)(F)F | 4% | -15 | -19% | 12% | 0% | -3% | 32% | -18% | -7%
Cc1ccc(S(=O)(=O)c2cn(Cc3cccc(F)c3)c3cc(N4CCCC4)c(F)cc3c2=O)cc1 | -2% | -17 | -11% | 6% | 2% | i | x | -13% | 6%
O=C(CCC(=O)N(CC(=O)NC1CCCCC1)Cc1ccccc1)Nc1ccccn1 | -6% | -34 | -2% | -1% | -3% | -10% | -11% | -11% | 66%[activator]
CCOC(=O)CC1(NC(=O)c2cc(COc3c(F)cccc3F)on2)CCCCC1 | -5% | 0 | -15% | -1% | 4% | -7% | 27% | -7% | u
COC(=O)c1cc(-c2ccc(Cl)cc2)n(-c2ccc(S(N)(=O)=O)cc2)n1 | -2% | -9 | -15% | 7% | 3% | i | -2% | -10% | 25%
CC(C)n1nc(C(=O)NNC(=O)c2ccncc2)c2ccccc2c1=O | x | -28 | x | x | -11% | -3% | 4% | -2% | 14%
COc1ccc(-n2nc(C(=O)NCC(=O)NCc3ccc(F)cc3)c3ccccc3c2=O)c(OC)c1 | -3% | 2 | -5% | 43% | -7% | -7% | -4% | 11% | 6%
Cc1ccc(/C=C2/SC(=O)N(CC(=O)N3CCOCC3)C2=O)s1 | 1% | x | -1% | 23% | 5% | 0% | 1% | -20% | 19%
O=C(Nc1ccc2c(c1)OCO2)c1cncc(Br)c1 | -7% | 3 | 7% | -15% | -4% | -8% | 11% | 6% | -1%
COc1ccc(S(=O)(=O)NCC(=O)N(CC2CCCO2)C(C(=O)NC2CCCC2)C(C)C)cc1 (stereo not given) | 0% | 12 | -12% | 6% | -14% | -7% | 16% | -4% | 29%
CCCOc1ccc(/C=C/C(=O)Nc2sc3c(c2C(=O)OCC)CCC(C)C3)cc1OC (stereo not given) | -1% | -3 | 2% | -25% | -7% | -2% | x | -1% | -12%
COc1ccccc1CNC(=O)CN1C(=O)NC(c2ccccc2)(c2ccc(C)c(C)c2)C1=O (stereo not given) | x | -30 | x | x | -4% | -7% | 17% | -12% | 3%
